PRMT1 FP inh: PRMT1 (human) inhibition, primary screen. recombinant PRMT1, activity-based probe fluorescence polarization. 370,000 tested, 1.3% active. AID 652257. inhibition, % at 2.79 µM;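 active means inhibition above about 21% made by adding two undisclosed values, limit read from the data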
Target sequence (Q99873 whole entry, looked up): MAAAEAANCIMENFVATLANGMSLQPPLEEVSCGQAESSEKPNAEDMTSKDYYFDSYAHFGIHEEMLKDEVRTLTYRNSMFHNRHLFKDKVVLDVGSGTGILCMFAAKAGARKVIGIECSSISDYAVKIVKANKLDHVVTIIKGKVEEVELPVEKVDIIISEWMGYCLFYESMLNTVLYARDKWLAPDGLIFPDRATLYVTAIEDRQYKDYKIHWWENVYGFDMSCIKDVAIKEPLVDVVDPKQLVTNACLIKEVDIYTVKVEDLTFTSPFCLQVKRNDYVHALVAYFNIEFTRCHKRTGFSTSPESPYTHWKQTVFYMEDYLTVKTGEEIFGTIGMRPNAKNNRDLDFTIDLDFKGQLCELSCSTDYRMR
SIAE primary: inhibitors of human sialic acid acetylesterase SIAE | inhibition, % at 9.66 µM | 370,000 tested, 0.69% active | Q9HAT2 | SIAE FP-Rh probe binding, fluorescence polarization;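 active means inhibition above a cutoff: mean of compounds within the control limits plus 3 SD of those, cut at about 17% in these data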;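 further: 0% = plate median of compound wells and 100% = probe without SIAE protein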
HTRA1 inhibitor: inhibitors of human serine peptidase HTRA1. Q92743. recombinant HTRA1, FP-rhodamine activity-based probe, fluorescence polarization. inhibition, % at 5.96 µM. 340,000 tested, 0.5% active; in the data active means inhibition above about 36%;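 further: 0% = enzyme with DMSO and 100% = wells lacking enzyme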
GC-B act: GC-B (human) receptor activation; P20594; HEK293-GC-B cells, CNP EC30, cGMP TR-FRET; 0% at EC30 CNP, 100% saturating CNP; activation, % at 10 µM; 370,000 tested, 0.11% active; AID 1920062;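 active means activation at 10 µM reaching about 35% in either raw or pattern-adjusted values, limit read from the data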
MBD2 DNA inh: inhibitors of human MBD2 binding to methylated oligonucleotide; Q9UBB5; TR-FRET; inhibition, % at 4.4 µM; 370,000 tested, 0.31% active; in the data active means inhibition above about 13%
ABHD4 inh: inhibitors of mouse ABHD4; Q8VD66; purified mABHD4, FP-Rh probe fluorescence polarization; inhibition, % at 8.92 µM; 370,000 tested, 0.54% active; AID 720543;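 active means inhibition exceeding the mean over every tested compound plus 3 SD, cut at about 30% in these data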;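 further: 0% = plate median of compound wells and 100% = S159A mutant with DMSO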
Target sequence (Q8VD66 whole entry, looked up): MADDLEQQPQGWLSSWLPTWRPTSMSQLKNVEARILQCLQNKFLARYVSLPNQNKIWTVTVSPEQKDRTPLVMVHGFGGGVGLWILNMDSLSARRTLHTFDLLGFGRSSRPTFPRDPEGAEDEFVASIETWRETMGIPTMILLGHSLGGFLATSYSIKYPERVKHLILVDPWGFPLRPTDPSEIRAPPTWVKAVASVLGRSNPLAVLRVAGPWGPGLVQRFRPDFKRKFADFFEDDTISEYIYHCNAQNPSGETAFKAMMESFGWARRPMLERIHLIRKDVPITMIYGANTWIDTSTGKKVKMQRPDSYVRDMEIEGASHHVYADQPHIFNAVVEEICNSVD
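assay system = mABHD4 protein | compound dosing = single nominal dose of 8.92 µM, 0.89% DMSO final | read-out basis = percent inhibition of probe binding, normalized to plate controls | schedule = Enzyme–compound pre-incubation 45 min, then probe 60 min, both 25 °C | detection = fluorescence polarization, excitation 525 nm, emission 598 nm, BODIPY TMR filters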
TCR-CD3 inh: blocks the human TCR-CD3 interaction | TAMRA-labeled TCR probe fluorescence, biochemical | 360,000 tested, 0.37% active | AID 651800 | inhibition, % at 9.4 µM; in the data active means inhibition above about 19%;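 further: recombinant mutant TCR 2C K166C tagged with TAMRA read by polarization; 0% = receptor in buffer alone and 100% = receptor with positive control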
UHRF1 binding: UHRF1 methyl-DNA binding inhibition; UHRF1 binding to methylated oligo, TR-FRET; inhibition, % at 4.4 µM; 370,000 tested, 0.75% active; in the data active means inhibition above about 21%;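 further: UHRF1 SRA domain binding a hemimethylated CpG hairpin DNA probe; 0% = median of test compound wells and 100% = reference inhibitor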
rCAG RNA binder: r(CAG) repeat RNA binding. TO-PRO-1 dye displacement fluorescence. inhibition, % at 3 µM. 370,000 tested, 1.3% active. AID 651821;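 active means inhibition above the plate cutoff, the mean of all test compounds on that plate plus 3 SD, cut at about 35% in these data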;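 further: 0% = DMSO alone and 100% = 100 µM mitoxantrone as full dye displacement; higher means more dye released from RNA so lower well fluorescence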
GC-A act: GC-A (human) enzyme activation; HEK293 GC-A cells, cGMP TR-FRET, EC30 ANP; 0% at EC30 ANP, 100% saturating ANP; activation, % at 10 µM; 370,000 tested, 0.14% active; AID 1671463; in the data active means activation above about 40%
* marks the source's active call; other numbers are inactive results; . = no result given.

Order of results: PRMT1 FP inh	ABHD4 inh	rCAG RNA binder	GC-B act	GC-A act	SIAE primary	MBD2 DNA inh	TCR-CD3 inh	HTRA1 inhibitor	UHRF1 binding
CCCCCCCCn1sccc1=O
    18	4	3	14	49*	1	-10	3	-1	-15
CCn1nc(/C=C/c2ccccc2)nc2c(=O)n(C)c(=O)nc1-2
    -7	1	-2	12	2	4	5	1	.	7
O=C(CCCc1ccccc1)NCCc1cnc[nH]1
    1	-2	3	6	-1	0	3	3	4	-1
Cc1ccc(C2N3CCCN23)cc1 (stereo not drawn)
    0	-4	-2	-1	-6	6	8	-5	5	0
COC1CC2C=C(C)C=CC=CC(=O)NC(c3ccccc3)CC=CCCC(O)CC(=O)C2=C1O (stereo not drawn)
    13	29	25	-8	-26	-2	5	7	.	19
Cc1c(CCC(=O)N2C[C@H]3C[C@@H](C2)c2cccc(=O)n2C3)c(=O)oc2c(C)c(O)ccc12
    -2	0	0	-4	5	6	1	-3	.	0
COc1ccc(CN2CCCC(C(=O)c3ccc(Cl)cc3)C2)c(OC)c1 (stereo not drawn)
    -2	1	-5	-11	-24	18*	1	7	2	1
CC1(C)N=C(c2ccccc2)[C@@H]2C(c3ccc([N+](=O)[O-])cc3)N21 (stereo partly drawn)
    -2	7	1	-1	2	4	0	10	0	0
COc1ccc(/C=C2\C(=N\O)C3CCN2CC3)cc1
    2	8	0	0	-3	-1	-4	-3	2	4
CCC(=O)O[C@H]1CC[C@H]2[C@@H]3CCC4=CC(=O)CC[C@]4(C)[C@H]3CC[C@]12C
    9	-7	-1	6	2	-3	-6	-6	-22	0
Cc1cccc(CN2CCCC(C(=O)c3cccc(OC(C)C)c3)C2)n1 (stereo not drawn)
    3	13	-7	-1	6	-1	5	9	5	2
O=C1NC(=O)C(Cc2ccccc2)(Cc2ccccc2)C(=O)N1
    6	2	-1	-2	-14	3	3	-3	6	3
CCC(=O)c1cn(Cc2ccccc2)c2ccccc12
    2	-7	-5	0	14	-4	1	-9	-6	2
CC(=NCC1CCCO1)c1c(O)n(Cc2ccccc2)c(=O)[nH]c1=O (stereo not drawn)
    1	3	4	6	2	1	1	-1	4	2
c1ccc2[nH]c(CCNC3CCCCC3)nc2c1
    -2	-3	1	2	0	7	-6	5	1	2
COC(=O)c1c(C)[nH]c(C(=O)C(C)[N+]23CCN(CC2)CC3)c1C (stereo not drawn)
    1	1	-3	0	5	1	-1	10	3	0
Cc1ccc(Cn2cc(C=O)c3ccccc32)cc1
    -1	-8	-2	-5	6	-3	-4	4	-21	-1
CCOC(=O)c1c(C=O)c2ccccc2n1Cc1ccccc1F
    -2	-12	2	15	11	0	7	-1	-52	0
O=C1NC(=O)N(Cc2ccccc2)C(=O)/C1=C\c1ccco1
    17	-23	48*	25	25	-4	-4	-17	3	1
CC(C)CCNC(=O)CN1C(=O)CN=C(c2ccccc2)c2ccccc21
    -5	-4	-6	1	-4	6	5	-3	4	-1
Cc1ccsc1C(=O)C1CCCN(Cc2cnc(N3CCOCC3)s2)C1 (stereo not drawn)
    0	-6	0	-7	-2	-2	1	-7	10	2
O=c1[nH]c(=O)n(Cc2ccco2)c(O)c1C=NCCCn1ccnc1
    0	-3	2	-3	-9	5	0	-1	3	0
Cc1ccccc1NC(=O)CCl
    0	0	-2	0	-2	-1	-5	9	2	2
COc1cccc(N2C(=O)NC(=O)/C(=C/c3ccc([N+](=O)[O-])s3)C2=O)c1
    19	-54	59*	4	0	-32	-1	-52	21	3
O=C(c1cc2ccccc2oc1=O)N1CCC2(CC1)OCCO2
    2	-3	0	7	4	-2	4	-5	3	6
CCCNS(=O)(=O)c1ccc(OCC(=O)N2CCN(Cc3ccc4c(c3)OCO4)CC2)cc1
    -2	8	-10	-1	2	14	4	7	-2	-2
CCn1c(O)c(C=NCCc2c[nH]c3ccccc23)c(=O)[nH]c1=O
    3	-3	3	-6	-3	4	0	3	-1	1
Cc1nc2ccc(Cl)cc2c(=O)n1-c1cccc(Cl)c1
    -2	-3	2	0	1	-2	2	-12	1	2
COc1ccc(-c2n(-c3ccccn3)c3ccccc3[n+]2-c2ccccn2)cc1
    7	1	0	-1	-5	2	46*	-5	-1	31*
O=C1NC(=O)C(=Cc2ccc(Cl)cc2)C(=O)N1
    14	2	2	5	1	6	-2	4	.	-5

The listing continues.
Order of results: PRMT1 FP inh	ABHD4 inh	rCAG RNA binder	GC-B act	GC-A act	SIAE primary	MBD2 DNA inh	TCR-CD3 inh	HTRA1 inhibitor	UHRF1 binding
N=C(N)c1c(O)n(C2CCCCC2)c(=O)n(C2CCCCC2)c1=O
    0	2	-4	-3	-4	-3	-5	-9	-22	-2
Cc1cccc(C)c1-n1nnnc1C(c1cccc2ccccc12)N1CCC(n2c(=O)[nH]c3ccccc32)CC1 (stereo not drawn)
    3	4	4	9	-1	3	3	2	.	2
O=c1[nH]c(=O)n(Cc2ccccc2)c(O)c1/C=N/Nc1c(F)c(F)c(F)c(F)c1F
    -2	4	1	3	5	-3	-2	10	.	0
CCOC(=O)C1(c2ccccc2)CCN(CCC(=O)Nc2cccc(Br)c2)CC1
    -1	3	-6	-1	-7	0	2	2	-21	-1
CS(=O)(=O)c1ccc(C2=C(CNC(=O)c3cccnc3)[C@H]3CC[C@@H](C2)N3Cc2ccco2)cc1
    0	3	3	3	3	0	-2	-1	-3	-1
N=C1c2ccccc2CN1NC(=O)c1ccc(Br)o1
    0	1	4	-1	-1	2	3	5	-4	-1
CN(C)C=C1C(=O)N(C2CCCCC2)C(=O)N(C2CCCCC2)C1=O
    1	7	-1	-1	0	2	2	0	5	12
COc1ccc(OC(=O)N(C)C[C@H]2OCc3cnnn3CCCC(=O)N([C@@H](C)CO)C[C@@H]2C)cc1
    -7	3	0	-2	2	5	-6	-3	.	1
C=CCn1c(O)c(/C=N/N2CCOCC2)c(=O)[nH]c1=S
    -1	4	2	-2	-3	-3	4	-4	3	-1
CCC(C)NC(=O)CN1C(=O)CN=C(c2ccccc2)c2ccccc21 (stereo not drawn)
    2	4	10	-3	1	5	5	0	-3	3
CCC1(Oc2ccccc2)C(=O)NC(=O)NC1=O
    3	9	-1	4	0	0	-2	3	3	0
COc1ccc(CCn2c(O)c(C=NCCCn3ccnc3)c(=O)[nH]c2=O)cc1OC
    -3	-3	-4	0	-2	8	-5	-2	4	0
O=C1CN=C(c2ccccc2)c2ccccc2N1Cc1ccc(C(F)(F)F)cc1
    0	-15	-5	-15	-25	-3	-4	2	-18	-2
CCC(=NCCCN1CCOCC1)c1c(O)n(-c2ccccc2C)c(=O)[nH]c1=O
    3	-6	-5	6	9	-6	2	-5	3	11
OC1CCCCC1N1CCC(c2ccccc2)CC1 (stereo not drawn)
    -4	7	1	6	0	2	-4	5	-5	-3
CC(=NCCC1=CCCCC1)c1c(O)n(-c2ccccc2)c(=O)[nH]c1=O
    5	-8	-4	0	-1	6	5	0	.	1
CC(=O)Nc1ccc(N=Cc2c(O)n(Cc3ccco3)c(=O)[nH]c2=O)cc1
    9	2	8	-1	5	-5	8	0	.	6
NN=C(N)N
    -3	-11	4	0	0	2	-2	-4	3	2
O=C(O)c1ccc(N=Cc2c(O)n(Cc3ccc(F)cc3)c(=O)[nH]c2=O)cc1
    -5	-4	4	3	2	-3	-5	3	4	-1
CN(C)c1ccc(/C=C2\C(=O)NC(=O)N(CCc3ccc(F)cc3)C2=O)cc1
    10	-5	24	-2	21	-34	0	-42	-25	-2
Cn1c(=O)c2c(nc(-c3ccc(N(CCCl)CCCl)cc3)n2C)n(C)c1=O
    -2	6	2	-6	9	2	0	-10	-3	-2
c1cc2c(cc1N1CCOCC1)CNCc1cnnn1-2
    0	-1	3	-5	1	3	0	-11	.	-1
NC(Cc1ccc(O)cc1)C(=O)NN=Cc1ccc(N(CCCl)CCCl)cc1 (stereo not drawn)
    -4	-10	8	-5	2	-9	-9	6	0	-6
O=S(=O)(c1ccc(Cl)cc1)N1Cc2cc(Br)ccc2-n2nncc2C1
    0	0	2	-5	-4	2	5	0	.	6
Cn1c(=O)cc(SCC(=O)N2CCC3(CC2)OCCO3)c2ccc(Cl)cc21
    0	2	-6	.	.	-1	4	1	-2	1
O=C1CC(=O)N(Cc2ccccc2)C(=O)N1
    11	4	4	0	5	4	-4	1	3	-7
CN(C)c1ccccc1
    -3	-7	-1	1	-4	-8	-2	2	3	1
COCCNC(=O)c1c(NC(=O)c2ccc(Br)o2)n(Cc2ccccc2)c2nc3ccccc3nc12
    -1	0	3	9	-1	-3	-6	-4	-4	-6
C[N+](C)(N)CCOC(=O)C(O)(c1ccccc1)C1CCCCC1 (stereo not drawn)
    -3	1	-3	-2	0	0	1	4	3	2
CCOP(=O)(CN(CC)CCNP(=O)(OCC)OCC)OCC
    2	7	-13	2	-1	-4	2	-1	6	2
COc1ccc(C(=O)NC(=S)N2C[C@H]3C[C@H](C2)c2cccc(=O)n2C3)cc1
    3	4	2	-1	3	1	3	6	-6	-1
C=CCN1CC[C@]23c4c5ccc(O)c4OC2C(=O)CC[C@@]3(O)C1C5 (stereo partly drawn)
    1	7	-1	-2	5	3	-3	-5	-1	0

Structural class, the compounds so far with a nitro group on carbon.
Order of results: PRMT1 FP inh	ABHD4 inh	rCAG RNA binder	GC-B act	GC-A act	SIAE primary	MBD2 DNA inh	TCR-CD3 inh	HTRA1 inhibitor	UHRF1 binding
CC1(C)N=C(c2ccccc2)[C@@H]2C(c3ccc([N+](=O)[O-])cc3)N21 (stereo partly drawn)
    -2	7	1	-1	2	4	0	10	0	0
COc1cccc(N2C(=O)NC(=O)/C(=C/c3ccc([N+](=O)[O-])s3)C2=O)c1
    19	-54	59*	4	0	-32	-1	-52	21	3

Assay outcomes from PubChem BioAssay.

Not all compounds are listed; the hit share may differ from the screen's.
